Screening data: PubChem, National Center for Advancing Translational Sciences (NCATS)
A-T KAP1 phos = qHTS Assay for Identifying a Potential Treatment of Ataxia-Telangiectasia; […] A-T fibroblasts, KAP-1 phosphorylation AlphaLISA; neocarzinostatin DNA damage 30 min before lysis; Potency, µM (doses to about 57.5 µM), inactives show at the top dose activation, most hits filed as activators; hit rate 0.19% among 320,000; further: potency means the concentration at half of the fitted maximal effect; % of control where 0% means no effect; nearly all actives have a fitted effect of over 45% in size
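ATM-like activity read as KAP-1 phosphorylation via AlphaLISA donor/acceptor antibody pairs after lysis and 6 hr at 25C. Cells were ATM-null patient fibroblasts ([…], hTERT), dosed 60 min, then exposed to the DSB inducer NCS for 30 min.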
Eya2 phos inh = qHTS Assay for Inhibitors of the Phosphatase Activity of Eya2 | recombinant Eya2, OMFP fluorescence dephosphorylation (OMFP is methylfluorescein phosphate) | Potency, µM (highest dose often 76.9 µM), for inactives: top-dose activity, negative = inhibition, most hits filed as inhibitors | hit rate 0.006% among 330,000 | Protein phosphatase EYA2 (Homo sapiens), O00167; further: potency means the concentration at half of the fitted maximal effect; on the % scale 0 is the no-effect control and ±100 the full control effect
Target sequence (O00167 whole entry, looked up): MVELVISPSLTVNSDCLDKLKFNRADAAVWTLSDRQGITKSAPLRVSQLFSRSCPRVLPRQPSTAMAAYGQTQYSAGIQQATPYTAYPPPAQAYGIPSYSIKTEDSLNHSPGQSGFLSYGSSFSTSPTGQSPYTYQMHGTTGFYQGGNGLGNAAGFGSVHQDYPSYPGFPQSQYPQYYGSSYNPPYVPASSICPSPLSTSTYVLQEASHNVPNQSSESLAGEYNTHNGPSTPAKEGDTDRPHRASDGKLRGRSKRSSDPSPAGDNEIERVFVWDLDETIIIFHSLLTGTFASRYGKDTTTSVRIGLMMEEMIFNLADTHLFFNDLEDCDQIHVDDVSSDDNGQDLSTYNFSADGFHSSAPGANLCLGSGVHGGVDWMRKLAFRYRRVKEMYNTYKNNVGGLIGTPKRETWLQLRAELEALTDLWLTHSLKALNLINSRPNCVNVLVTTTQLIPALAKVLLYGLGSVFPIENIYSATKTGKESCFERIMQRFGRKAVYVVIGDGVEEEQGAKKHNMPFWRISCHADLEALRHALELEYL
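Eya2 protein (added as 0.2 uM solution) was preincubated with compound for 10 min at ambient temperature in 50 mM HEPES pH 7.5, 50 mM NaCl, 5 uM MgCl2, 0.05% BSA, 1 mM DTT. OMFP (added at 50 uM) then reacted 10 min; fluorescence read at 485/525 nm.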
PTAP TSG101 blk = qHTS Assay for Iinhibitors of HIV-1 Budding by Blocking the Interaction of PTAP/TSG101. Fluorescence polarization, FITC-PTAP peptide / Tsg101 binding. Potency, µM (highest dose often 115 µM), for the others: top-dose activity change, negative = inhibition, hits mostly inhibitors. 340,000 tested, under 10 active; active means well fitted inhibition curve with a large enough effect in the main read-out, with a control signal flat, not every such curve was filed as active; inconclusive means small, poorly fitted or top-dose-only effect, or effect the other way, or a change in a side signal; inactive means no such curve, though single readings can be large or run the other way; further: potency means the concentration at half of the fitted maximal effect; % of control where 0% means no effect
Target sequence (Q99816 whole entry, looked up): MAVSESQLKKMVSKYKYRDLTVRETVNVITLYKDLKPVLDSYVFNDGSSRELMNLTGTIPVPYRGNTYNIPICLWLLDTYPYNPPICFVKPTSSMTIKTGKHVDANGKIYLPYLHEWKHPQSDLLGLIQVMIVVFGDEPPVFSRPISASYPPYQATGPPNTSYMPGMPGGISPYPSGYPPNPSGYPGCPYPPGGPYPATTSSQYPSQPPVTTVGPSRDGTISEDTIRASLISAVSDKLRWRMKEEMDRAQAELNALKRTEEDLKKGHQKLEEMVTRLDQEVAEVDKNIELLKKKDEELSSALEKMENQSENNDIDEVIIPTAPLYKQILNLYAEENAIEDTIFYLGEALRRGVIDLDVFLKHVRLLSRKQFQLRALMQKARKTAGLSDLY
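Fluorescence polarization binding of Tsg101 binding domain (10 uM final) to FITC-labeled PTAP peptide (50 nM final) in HEPES pH 7.5 buffer with NaCl, Tween 20, EDTA, TCEP. Compounds added before peptide; binding 20 min at RT.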
TSHR antag = Antagonists of the Thyroid Stimulating Hormone Receptor: HTS campaign | Thyrotropin receptor (Homo sapiens), P16473 | TSHR-expressing cells, TSH-stimulated cAMP HTRF, 2 h; hits give low values | activity change, negative = inhibition, % at 11.5 µM | hit rate 0.2% among 330,000;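 active means activity change below a set negative limit, meaning inhibition stronger than a set level, cut at about -70% in these data; inconclusive means activity change between two set negative limits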; further: on the % scale 0 is the no-effect control and ±100 the full control effect
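Read-out is FRET at 665 nm (cryptate excitation 337 nm) from a cryptate-tagged anti-cAMP antibody, competed by cell cAMP against cAMP-d2. Compounds are tested on freshly harvested TSHR cells challenged with 4nM TSH (EC80) for 2 hours at 37 deg C.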
TCR activator = Activators of T cell receptors: qHTS campaign | primary human leukocytes, anti-CD3, IL-2 HTRF, 48 h | Potency, µM (series often up to 9.22 µM), for inactives: at the top dose activation of IL-2 secretion, hits mostly activators | 330,000 tested, under 10 active | AID 504894, 2011; further: % of control where 0% means no effect
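Primary human leukocytes receive a-CD3 beads and test compound and are incubated 48 hr. Secreted IL-2 is then assayed by HTRF, measuring 665nm acceptor emission after 320nm excitation of the europium donor.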
Tb PFK inh = qHTS Assay to Find Inhibitors of T. brucei phosphofructokinase; hit rate 0.17% among 330,000; AID 485367, 2010; Potency, µM (top dose mostly 57.5 µM), without a hit: top-dose activity, negative = inhibition, most hits filed as inhibitors; ATP-dependent 6-phosphofructokinase (Trypanosoma brucei brucei), O15648; T. brucei PFK, ADP-Glo luminescence;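 further: potency means the concentration at half of the fitted maximal effect; 0% = uninhibited 1x PFK enzyme wells and -100% = no-enzyme wells; nearly all actives have a fitted effect of over 60% in size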
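Compounds were pin-transferred as a titration series up to 57 uM into substrate buffer (0.5 mM F6P, 0.1 mM ATP, pH 8.0), then 1.25 nM PFK was added and reactions ran 45 min before ADP-Glo detection.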
ELG1 repair inh = qHTS screen for small molecules that inhibit ELG1-dependent DNA repair in human embryonic kidney (HEK293T) cells expressing luciferase-tagged ELG1 | HEK293T ELG1-luciferase reporter, luminescence, 16 h; DNA damage induced by 5-fluorouridine | Potency, µM (doses to about 46.1 µM), inactives show at the top dose activity change, negative = inhibition, hits mostly inhibitors | hit rate 2.3% among 330,000 | AID 504467, 2011; further: potency means the concentration at half of the fitted maximal effect; on the % scale 0 is the no-effect control and ±100 the full control effect; nearly all actives have a fitted effect of over 55% in size
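DMSO vehicle served as the neutral condition. Each well held 2,000 cells given 5-fluorouridine plus compound; after 16 hr at 37 °C/5% CO2, ONE-Glo was added and luciferase measured 30 min later.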
a7 integrin act = qHTS for Activators of Integrin-Mediated Alleviation for Muscular Dystrophy; hit rate 0.064% among 350,000; alpha7betagal myoblasts, beta-gal FDG fluorescence, 48 h; AID 624291, 2012; Potency, µM (series often up to 38.3 µM), for the others: at the highest dose activation, usual class: activators;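 further: potency means the concentration at half of the fitted maximal effect; 100% = response of the positive control SU9516; nearly all actives have a fitted effect of over 60% in size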
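alpha7betagal+/- myoblasts (passage 13, 250/well) treated 48 h at 37C with compounds at 1:260 dilution of DMSO stock. Lysed, then beta-galactosidase activity read as FDG fluorescence (ex 480/em 540) after 30 min, with pre-read for autofluorescence.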
Mito fusion yeast = qHTS Assay for Small Molecule Inhibitors of Mitochondrial Division or Activators of Mitochondrial Fusion; S. cerevisiae fusion-defective mutant growth rescue, CellTiterGlo 48 h; Potency, µM (series often up to 46.1 µM), without a hit: top-dose growth rescue (activation), usual class: activators; hit rate 0.23% among 320,000; AID 485298, 2010;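 further: potency means the concentration at half of the fitted maximal effect; % of control where 0% means no effect; nearly all actives have a fitted effect of over 45% in size; temperature-sensitive fusion mutants such as fzo1-1 at 37 °C on non-fermentable ethanol glycerol medium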
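Read-out: ATP-based luminescence (CellTiterGlo, 10 min ambient) reporting growth of fusion-defective ts yeast after 48 hours at 37C on glycerol/ethanol YPEG medium in the presence of compound.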
ASM inhibitor = Inhibitors of Secretory Acid Sphingomyelinase (S-ASM): qHTS; Potency, µM (highest dose often 57.5 µM), for inactives: at the highest dose activity change, negative = inhibition, actives largely listed as inhibitors; hit rate 0.006% among 340,000; placental ASM, HMU-PC fluorogenic substrate, 60 min; AID 504937, 2011; further: potency means the concentration at half of the fitted maximal effect
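Human placenta-derived ASM enzyme was preincubated with compound for 10 minutes at room temperature, then given fluorogenic substrate HMU-PC0 (9 uM final) for 60 minutes at 37 °C; a pH 10 stop preceded fluorescence reading at Ex 386/Em 447 nm.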
Chronic BCR inh = qHTS Assay to Find Inhibitors of Chronic Active B-Cell Receptor Signaling | ABC-DLBCL IkBa-CBG/CBR reporter, luminescence ratio, 4 h | Potency, µM (doses to about 46.1 µM), for inactives: at the highest dose ratio change, negative = lower green/red ratio, most hits filed as inhibitors | hit rate 0.05% among 340,000 | AID 493014, 2011; active means well fitted inhibition curve with a large enough effect in the signal ratio, with a control signal flat, not every such curve was filed as active; inconclusive means small, poorly fitted or top-dose-only effect, or effect the other way, or a change in a side signal; the % refers to the signal ratio;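 further: potency means the concentration at half of the fitted maximal effect; plate controls were basal doxycycline-induced cells for no effect and cells given 10 µM MG132 for full effect; MG132 reads +100%, hits lower the ratio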
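Compounds up to 46 uM were incubated four hours with TMD8 cells whose green CBG68 luciferase is fused to IkappaBalpha; red CBR luminescence normalised the signal, and concentration-effect curves were fitted to fusion, red and ratio data.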
* marks the source's active call; other numbers are inactive results; ? = inconclusive; . = not tested or not shown; [ ] = dose if it differs, or a comment. Unless noted, the call rests on the fitted dose curve; in most records, active means well fitted curve in the direction sought with a large enough effect; inconclusive means small, poorly fitted or top-dose-only effect, or another doubt; inactive means no such curve, though single readings can be large; an effect the other way counts as inactive or inconclusive.

mol	A-T KAP1 phos	Eya2 phos inh	PTAP TSG101 blk	TSHR antag	TCR activator	Tb PFK inh	ELG1 repair inh	a7 integrin act	Mito fusion yeast	ASM inhibitor	Chronic BCR inh
COn1c(=O)c(-c2ccccc2)[n+]([O-])c2ccccc21	12%	1%	-6%	4	0%	-1%	2%	5%	1%	60%[activator]	4%
O=C(O)CSC1=NC(=Nc2ccc(Cl)cc2)C2(CCCCC2)N1c1cccc(C(=O)O)c1	1%	4%	0%	6	12%[46.1 µM]	-3%	-1%	-14%	-2%	-2%	0%
CCc1ccccc1NC1=NCC(=O)N1Cc1ccccc1	-1%	14%	1%	-8	2%	1%	0%	14%	9%	2%	-9%
COc1cc(OC)cc(C(=O)NNC(=O)NC2CCCCC2)c1	3%	-26%	-1%	0	-24%[46.1 µM]	-8%	?	-26%	-6%	4%	?
CCCN1CCC(=O)N(CCO)CC1	30%	10%	-2%	45	3%	2%	-3%	24%	2%	0%	-6%
Nn1c(SCC(=O)Nc2ccc3c(c2)OCCO3)nnc1-c1ccncc1	0%	-2%	-1%	13	2%	-6%	-12%	15%	-3%	.	5%
COc1ccc(C(=O)COC(=O)[C@H](C)Nc2ccc(C(F)(F)F)cc2[N+](=O)[O-])c(OC)c1	-3%	6%	0%	12	-1%	-11%	-4%	-10%	-4%	-3%	1%
O=C(O)CC1(CC(=O)Nc2cc(C(F)(F)F)cc(C(F)(F)F)c2)CCCCC1	-4%	-4%	-3%	-25	-28%	-7%	?	-9%	5%	8%	14%
CCn1c(-c2ccccc2)csc1=Nc1ccc(O)cc1	-2%	-11%	-7%	-10	2%	0%	?	-24%	-2%	-1%	?
CC(=O)SCCC(=O)Nc1ccccc1	8%	19%	.	10	.	-12%	-2%	8%	-1%	-1%	-3%
O=C(CN1C(=O)NC2(CCCC2)C1=O)OCCOc1cccc(Br)c1	-7%	-31%	2%	-4	3%	0%	8%	6%	5%	-3%	1%
Cc1cc(C)c(S(=O)(=O)N2CCCC(C(=O)NCc3cccnc3)C2)c(C)c1 (stereo not drawn)	2%	-4%	-1%	7	1%	4%	?	2%	-2%	1%	-2%
CCN(CC)CCNC(=O)/C(=N\O)c1ccccn1	-4%	?	-3%	-2	-5%	-3%	10%	1%	7%	3%	0%
COc1cccc(CC(=O)NNC(=O)c2c(-c3ccccc3)noc2C)c1	1%	11%	-1%	-3	4%	-2%	-18%	16%	-3%	-3%	11%
O=C(Cn1ncc2c([nH]c3ccccc32)c1=O)N1CCN(c2ccccc2F)CC1	-6%	2%	-7%	9	-3%	-19%	0%	?	-6%	0%	-4%
COc1ccc(C)cc1NS(=O)(=O)c1ccc2c(c1)N(C)CCO2	-1%	0%	-8%	-11	1%	-15%	?	?	-1%	1%	-8%
Cc1cc(C)cc(NC(=O)COC(=O)Cn2cnc3c2c(=O)n(C)c(=O)n3C)c1	10%	10%	-7%	20	-8%	-1%	6%	14%	12%	5%	0%
Cc1cc(C(=O)NCC(=O)OCC(=O)N2CCCCCC2)ccc1[N+](=O)[O-]	-4%	-2%	0%	7	-1%[46.1 µM]	10%	21%	-7%	-4%	.	-11%
Cc1ccc(S(=O)(=O)N2CCN(C(=O)Cn3nc(C)c([N+](=O)[O-])c3C)CC2)cc1	2%	7%	-3%	11	3%	2%	-15%	-9%	0%	-1%	4%
O=C(Nc1cccc2ccccc12)C1CCN(C(=O)NCc2ccccc2)CC1	1%	1%	-2%	-12	6%	-3%	-5%	-16%	-1%	-3%	7%
CCCC(=O)Nc1cc2c(cc1C(C)=O)OCCO2	-4%	6%	-2%	-6	-2%	3%	-4%	4%	1%	49%[activator]	6%
Cc1oc(C)c(C(=O)O)c1COc1ccc(C(=O)O)cc1	.	.	-3%	.	-4%	.	.	-6%	-5%	0%	.
CC(C)(C)N(NC(=O)Nc1ccc(Cl)cc1)C(=O)c1ccccc1	18%	7%	0%	1	3%	0%	1%	27%	3%	-3%	?
CCOC(=O)c1c(-c2ccccc2)c(C(C)=O)c(=O)n(C)c1C	-3%	9%	-2%	-8	2%	1%	7%	-1%	-3%	0%	-3%
CCOc1ccccc1C(=O)NC(C(=O)NCc1ccc(F)cc1)C(C)C (stereo not drawn)	5%	2%	-6%	-2	-5%	-3%	?	14%	3%	4%	7%
CCOc1ccc(OCCN2C(=O)NC3(CCCc4ccccc43)C2=O)cc1 (stereo not drawn)	1%	6%	-9%	18	-1%	-2%	-20%	-11%	3%	-2%	-12%
O=S(=O)(c1ccc(C(F)(F)F)cc1)N1CCN(CCOc2ccccc2)CC1	31%	6%	0%	6	5%	13%	-22%	12%	19%	0%	3%
COc1ccc(-c2nc3ccccc3c(=O)n2CCOc2cccc(C)c2C)cc1	1%	-3%	-1%	23	3%[46.1 µM]	-6%	-20%	-9%	0%	-1%	0%
CCN(CC(=O)Nc1c(F)cccc1F)C(=O)c1ccc2c(c1)NC(=O)C(C)S2 (stereo not drawn)	-1%	8%	0%	-2	-2%	2%	7%	-1%	-2%	0%	?
CCCCCCCCC(=O)NCCOc1ccccc1	1%	-22%	-2%	-9	1%[46.1 µM]	-1%	20%	-3%	1%	-4%	-1%
Nc1nc2ncc(C(=O)c3cc(Cl)cc(Cl)c3O)cc2s1	0%	15%	-12%	-15	12%	2%	-14%	-13%	25%	9%	6%
Cc1cccc(C(=O)Nc2sc(C(=O)N3CCCC3)c(C)c2C#N)c1	-2%	-18%	-5%	-3	-9%	4%	-21%	0%	6%	-4%	-7%
CC(=O)N[C@@H](C)C(=O)N1CCC(n2nccc2NC(=O)CCCc2ccccc2)CC1	14%	7%	-2%	35	-1%	5%	25%	-8%	7%	1%	4%
Cc1ccccc1OCC(=O)NC(Cc1c[nH]c2ccccc12)C(=O)O (stereo not drawn)	-6%	8%	0%	0	5%	-8%	11%	-2%	2%	-4%	0%
Cc1nc(SCc2cccc(Oc3ccccc3)c2)n[nH]1	-4%	0%	-2%	-15	-3%	-2%	?	-23%	0%	3%	?
COc1ccc(C2C(C(=O)OCC3CCCO3)=C(C)NC3=C2C(=O)CC(c2ccco2)C3)cc1O (stereo not drawn)	-16%	-3%	-1%	-7	4%	-1%	7%	12%	1%	37%[activator]	-8%
Cc1ccc(C(=O)Nc2ccccc2C(N)=O)o1	.	.	-5%	.	3%	.	.	11%	-1%	6%	.
COC(=O)c1ccccc1NC(=O)NCc1ccccn1	-1%	-2%	-2%	5	-10%	-2%	12%	-2%	-8%	0%	?
